# Screens as filed in PubChem BioAssay.
# SIAE primary = inhibitors of human sialic acid acetylesterase SIAE; SIAE FP-Rh probe binding, fluorescence polarization; inhibition, % at 9.66 µM; actives 0.69% (n = 370,000);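 active means inhibition above a cutoff: mean of compounds within the control limits plus 3 SD of those, cut at about 17% in these data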;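 further: 0% = plate median of compound wells and 100% = probe without SIAE protein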
# Target sequence (Q9HAT2 whole entry, looked up): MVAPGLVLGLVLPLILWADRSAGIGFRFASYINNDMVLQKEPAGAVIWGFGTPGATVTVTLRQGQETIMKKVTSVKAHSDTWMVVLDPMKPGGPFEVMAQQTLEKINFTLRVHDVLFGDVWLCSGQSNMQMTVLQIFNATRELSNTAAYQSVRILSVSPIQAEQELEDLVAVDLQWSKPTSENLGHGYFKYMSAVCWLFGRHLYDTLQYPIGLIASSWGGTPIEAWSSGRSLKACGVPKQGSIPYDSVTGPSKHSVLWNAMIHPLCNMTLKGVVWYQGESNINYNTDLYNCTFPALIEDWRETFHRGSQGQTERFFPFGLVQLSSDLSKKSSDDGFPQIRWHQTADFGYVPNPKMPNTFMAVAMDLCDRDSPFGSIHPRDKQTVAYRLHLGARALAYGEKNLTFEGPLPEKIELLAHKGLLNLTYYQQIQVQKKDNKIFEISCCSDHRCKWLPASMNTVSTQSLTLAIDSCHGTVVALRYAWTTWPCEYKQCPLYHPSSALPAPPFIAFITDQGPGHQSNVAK
# TDP2 inh = blocks human TDP2 phosphodiesterase activity; actives 0.34% (n = 370,000); O95551; recombinant TDP2, T5PNP hydrolysis, p-nitrophenol absorbance 415 nm; inhibition, % at 12.8 µM;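 active means inhibition above the mean of all tested compounds plus 3 SD, set per campaign, cut at about 25% in these data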;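 further: 0% = DMSO with enzyme and 100% = buffer with substrate but no TDP2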
#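 Assay system: recombinant human TDP2 / Reagent: T5PNP substrate at 5 mM, a TopII-DNA adduct mimic / Measured by: epi absorbance from released p-nitrophenol / Evaluation: % inhibition relative to enzyme-containing and enzyme-free wells / Control set: enzyme-free and DMSO wells / Replicates: each compound tested once, singlicate / Schedule: enzyme reaction with compound for 2 h at 37 °C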
# PLCg1 inh = PLC-gamma1 (human) inhibition, primary screen. P19174. purified PLC-gamma1, fluorogenic substrate, fluorescence. actives 0.84% (n = 370,000). inhibition, % at 12.2 µM; in the data active means inhibition above about 9.5%
# PLC-beta3 inh = inhibitors of human phospholipase C beta3; inhibition, % at 12.2 µM; Purified PLC-beta3, fluorogenic substrate, fluorescence; Q01970; actives 0.18% (n = 370,000); in the data active means inhibition above about 11%;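 further: 0% = median of compound wells on plate and 100% = full blocker control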
# Tn7 DDE FP = DD(E)-Tn7 binding inhibition, primary FP screen | inhibition, % at 8.3 µM | actives 0.13% (n = 370,000) | P02675 | AID 720508 | FP displacement of FITC-Tn7 peptide from fibrin DD(E); 0% = median of compound wells per plate;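 active means inhibition above the mean of compounds falling within the control limits plus 3 SD of them, cut at about 14% in these data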;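 further: 0% = plate median of compound wells and 100% = 10 µM Aha-Tn7 peptide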
# Target sequence (P02675 whole entry, looked up): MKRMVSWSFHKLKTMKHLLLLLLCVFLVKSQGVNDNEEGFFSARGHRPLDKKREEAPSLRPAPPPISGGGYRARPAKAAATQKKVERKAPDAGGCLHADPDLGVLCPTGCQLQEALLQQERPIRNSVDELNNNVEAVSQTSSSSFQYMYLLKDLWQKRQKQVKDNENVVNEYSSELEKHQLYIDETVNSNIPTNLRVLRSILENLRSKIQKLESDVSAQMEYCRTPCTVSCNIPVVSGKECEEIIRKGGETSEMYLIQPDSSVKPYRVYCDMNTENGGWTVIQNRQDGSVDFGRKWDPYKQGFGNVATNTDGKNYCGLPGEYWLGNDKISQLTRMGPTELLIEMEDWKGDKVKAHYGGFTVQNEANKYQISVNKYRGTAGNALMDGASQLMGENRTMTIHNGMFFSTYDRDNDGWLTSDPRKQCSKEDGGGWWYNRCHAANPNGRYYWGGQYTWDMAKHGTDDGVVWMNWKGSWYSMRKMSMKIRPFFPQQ
#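 Assay system: Fibrin-DD(E) protein isolated from polymerized human fibrin clots; read-out basis: percent inhibition; medium: Tris/NaCl/CaCl2 buffer, pH 7.8; signal: FP measurement; incubation: 10 min plus 3 h, room temperature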
# DDE Tn6 FP inh = DD(E)-Tn6 binding inhibition, primary FP screen. P02675. Fibrin DD(E) TRITC-Tn6 fluorescence polarization displacement. inhibition, % at 8.3 µM. actives 0.21% (n = 370,000). AID 720509;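 active means inhibition above a per-campaign cutoff: mean of compounds within control limits plus 3 SD, cut at about 15% in these data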;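 further: 0% = median of all compound wells on the plate and 100% = blocking peptide control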
# ADAM10 inh = inhibits human ADAM10; AID 720582; recombinant ADAM10, EDANS/DABCYL FRET peptide cleavage, 3 h; O14672; actives 0.62% (n = 370,000); inhibition, % at 7 µM;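 active means inhibition above a per-campaign cutoff equal to the mean of compounds falling between control-based bounds plus 3 SD, cut at about 20% in these data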;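 further: 0% = DMSO wells while the 100% control is not disclosed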
# ARFGAP1 inhibitor = inhibitors of rat ARFGAP1; AID 651572; actives 0.26% (n = 360,000); inhibition, % at 16.5 µM; Arfgap1-stimulated ARF1 GTP hydrolysis, GDP FP detection;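 active means inhibition above a per-plate limit, mean inhibition of low control wells plus 3 SD, cut at about 25% in these data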;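 further: 0% = DMSO wells with enzyme and 100% = wells lacking Arfgap1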
#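 System: truncated rat Arfgap1 GAP domain / Medium: HEPES-based buffer, pH 7.5 / Also added: N-terminally truncated human ARF1-GTP substrate / Incubation: enzyme reaction 120 min at 25 °C after 20 min preincubation / Measured by: FP of antibody-bound GDP Alexa 633 tracer, ex 620/em 688 nm / Replicates: singlicate, each compound tested once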
# ADAM17 inh = inhibits human ADAM17; P78536; inhibition, % at 6.95 µM; actives 0.83% (n = 370,000); recombinant ADAM17, EDANS/DABCYL FRET peptide cleavage;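 active means inhibition above the mean of compounds lying between control limits plus 3 SD, set per campaign, cut at about 8.5% in these data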;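 further: 0% = DMSO-only wells as the low control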
# ASAP1 inh = ASAP1 ArfGAP inhibition. Q9ULH1. inhibition, % at 16.5 µM. ASAP1-stimulated ARF1 GTP hydrolysis, GDP FP detection. actives 0.19% (n = 360,000); in the data active means inhibition above about 25%;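 further: 0% = vehicle with enzyme and substrate and 100% = no enzyme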
# An asterisk follows results filed as active; nt = not tested or not shown. Rows are unselected; any-hit rate near 3.6%.
SMILES,SIAE primary,TDP2 inh,PLCg1 inh,PLC-beta3 inh,Tn7 DDE FP,DDE Tn6 FP inh,ADAM10 inh,ARFGAP1 inhibitor,ADAM17 inh,ASAP1 inh
CC1CC(C)CN(C(=O)COC(=O)COc2ccc(C#N)cc2)C1 (stereo not drawn),-1.8,6.8,-1.1,1.1,0.4,4.3,-2.5,-3.5,-1.1,-16.9
COc1cc(CO)cc(-c2cc(CO)cc(OC)c2OC)c1OC,-0.2,0.7,0.1,1.1,-8.7,-0.8,-4.8,-3.2,-1.4,14.8
CC1Cc2nc(SCC(=O)NCc3ccccc3)n(Cc3ccccc3)c(=O)c2S1 (stereo not drawn),17.3*,6.5,5.5,0.2,-4.6,0.2,0.9,2.8,1.8,2.7
COc1ccc(/C=C(\NC(=O)c2ccc(OC)c(OC)c2)C(=O)NCCc2c[nH]c3ccccc23)cc1,8.0,-9.8,-1.7,-3.7,5.0,-5.2,3.5,15.6,3.2,-5.5
NC(=O)C1CCN(C(=O)CCC(=O)c2cccs2)CC1,-4.1,-4.4,-2.8,0.6,7.1,3.0,-22.4,-4.8,-10.0,-12.1
COc1ccc(NC(=S)NCCc2ccc(S(N)(=O)=O)cc2)c(OC)c1,2.5,-6.8,0.0,0.0,6.0,2.5,4.2,9.4,1.3,-12.3
O=[N+]([O-])c1ccc(-c2cn(-c3ccc(Cl)cc3)cn2)cc1,-5.7,11.2,-1.3,-1.0,-3.7,1.5,-7.1,9.6,-3.7,22.8
COc1ccc(CC(=O)OCC(=O)NC2CCCCCC2)cc1OC,3.3,-6.2,-0.8,-1.5,-4.4,-9.3,4.2,0.8,2.2,-0.2
C=CCn1c(-c2ccc(OC)cc2)csc1=Nc1c(C)n(C)n(-c2ccccc2)c1=O,-1.1,3.1,0.0,3.3,-1.8,3.9,0.8,-4.2,-0.7,3.8
COc1ccc2[nH]c(C(=O)O)c(CCN3C(=O)c4ccc(C(=O)O)cc4C3=O)c2c1,-0.8,7.6,-5.5,-13.7,-5.5,-5.3,-8.8,9.2,-4.1,0.8
CN(C)C(/C=C/Nc1ccc(C#N)cc1)=C(C#N)C#N,0.5,-1.1,1.0,-1.0,2.3,4.0,-0.9,6.1,1.9,8.0
COc1cc(C2C(C#N)=C(N)Oc3c2oc(CO)cc3=O)cc(OC)c1OC (stereo not drawn),8.6,6.0,0.1,0.7,-7.7,-1.1,0.1,0.4,1.5,-8.6
CCNC(=O)C1(C)CCN(Cc2ccc(C#N)cc2)C1 (stereo not drawn),2.8,-4.8,2.9,3.1,5.3,6.1,-2.3,-11.0,5.5,4.4
O=C(NCc1cccnc1)C1CCCN(S(=O)(=O)c2ccc(Br)cc2)C1 (stereo not drawn),0.8,4.2,2.3,1.7,-0.9,7.4,-2.3,0.1,1.1,5.1
COc1ccc(CN2[C@@H](CC(=O)O)c3ccc(C(F)(F)F)cc3S2(=O)=O)cc1,-0.3,3.1,-0.5,-1.4,3.7,2.1,-1.8,11.9,-2.4,11.6
CCCCOc1ccc(C(=O)N=c2sccn2C)cc1OC,-3.2,-7.9,-48.6,-49.9,4.1,6.6,-10.1,7.7,-1.0,-12.7
CCCC(=O)OC12CCCN(C1)/C(=C/c1cccc(OC)c1)C2 (stereo not drawn),0.1,-1.6,-0.1,-3.3,-5.5,-0.7,4.2,nt,1.3,nt
O=C(c1ccc(Cl)c(Cl)c1)N1CCN(Cc2ccc3c(c2)OCO3)CC1,0.2,-11.9,2.6,-9.0,-1.2,-6.4,1.7,5.2,-3.2,-0.2
OCCNCCCCOc1ccc(F)cc1,-9.1,-8.6,0.3,-0.8,10.0,-7.4,5.5,9.8,-5.4,6.0
Cn1c(=O)c2ccccc2n(CC(=O)N2CCCc3ccccc32)c1=O,10.9,14.3,1.9,-3.3,3.2,-0.5,3.2,14.7,-1.5,7.6
Cc1ccc(C(=O)CCc2ccc(N)cc2)cc1,-4.5,5.2,1.2,-0.4,-7.4,-3.6,3.4,9.5,-1.5,8.7
COc1ccc(OCCCC(=O)OCC(=O)c2ccc3c(c2)NC(=O)CO3)cc1,-0.1,-7.7,4.1,-0.4,-2.4,-3.1,2.8,0.7,2.7,6.1
CCCSc1nc2ccsc2c(=O)n1CC,8.4,-2.0,-0.2,-1.2,-4.3,-4.9,2.7,-2.8,0.5,5.0
COc1ccccc1C(=O)N/N=C(\C)CC(=O)Nc1ccc(Nc2ccccc2)cc1,11.7,-3.5,1.6,-5.9,-6.4,1.9,11.7,0.5,5.7,11.1
CN(C(=O)CSc1nc2ccccc2c(=O)n1-c1ccc(F)cc1F)C1CCS(=O)(=O)C1 (stereo not drawn),9.8,-1.0,-2.4,0.5,5.8,3.0,-17.3,-3.2,-4.0,-12.3

# 2 entries from above in a different format:
# The line under a structure holds: SIAE primary	TDP2 inh	PLCg1 inh	PLC-beta3 inh	Tn7 DDE FP	DDE Tn6 FP inh	ADAM10 inh	ARFGAP1 inhibitor	ADAM17 inh	ASAP1 inh
CCCC(=O)OC12CCCN(C1)/C(=C/c1cccc(OC)c1)C2 (stereo not drawn)
→ 0.1	-1.6	-0.1	-3.3	-5.5	-0.7	4.2	nt	1.3	nt
O=C(c1ccc(Cl)c(Cl)c1)N1CCN(Cc2ccc3c(c2)OCO3)CC1
→ 0.2	-11.9	2.6	-9.0	-1.2	-6.4	1.7	5.2	-3.2	-0.2

# (listing goes on)
SMILES,SIAE primary,TDP2 inh,PLCg1 inh,PLC-beta3 inh,Tn7 DDE FP,DDE Tn6 FP inh,ADAM10 inh,ARFGAP1 inhibitor,ADAM17 inh,ASAP1 inh
COc1ccc(-n2cc(-c3ccccc3)[nH]c2=S)c(OC)c1,1.9,-3.3,3.6,2.1,-2.4,-3.8,8.4,-0.1,-1.5,-8.5
O=C(CN1CCCCC1)c1c[nH]c2ccccc12,0.8,3.4,-1.4,-7.2,-0.6,-4.4,-9.1,14.2,-3.9,-0.4
Nn1c(SCC(=O)N2CCCCC2)nnc1-c1ccncc1,3.5,-6.2,-0.6,0.5,5.7,-0.5,-0.2,3.3,-0.7,5.6
COc1ccc(-c2nc(CS(=O)CC(=O)N3CCOCC3)c(C)o2)cc1OC (stereo not drawn),6.3,-14.0,-8.8,-10.3,7.1,-0.7,-28.6,11.1,-9.6,5.6
COc1ccccc1NC(=O)C(C)Sc1nnnn1C (stereo not drawn),-5.8,-7.1,-0.4,5.2,-0.6,-3.2,4.7,2.2,-2.9,-3.6
COc1ccc(OC)c(-c2nnc(SCC(=O)N3CCCC3)o2)c1,15.8,-3.7,-1.7,-12.5,-0.2,-6.9,-11.2,-3.5,-4.0,3.9
FC(F)(F)c1nc(NCc2cccnc2)c2ccccc2n1,-4.4,2.9,2.6,-4.4,-5.0,-2.9,7.2,7.3,1.9,-3.1
COc1ccccc1N(CC(O)CN1CCOCC1)S(=O)(=O)c1ccccc1 (stereo not drawn),-6.0,4.3,-0.1,-5.9,3.8,0.9,-7.8,-2.3,-2.6,-10.3
Cc1cccc(/C=C(\C(=O)O)c2ccc(S(=O)(=O)N3CCCC3)s2)c1,-5.9,-0.9,-12.3,-12.9,-0.7,-6.6,-20.6,-1.6,-9.1,-5.7
C=CCN1C(=O)C(CC(=O)NCC)SC1=Nc1cc(Cl)ccc1Cl (stereo not drawn),-6.8,0.2,-0.1,-4.3,8.4,-2.4,10.1,-5.3,-2.6,7.9
O=C(CCC(=O)c1ccc(F)cc1)Nc1cccnc1,0.6,0.9,0.3,1.2,6.7,-1.4,0.7,-4.4,-4.0,-3.0
CN1CCC(N2CCN(C3CN(Cc4ccccc4)S(=O)(=O)C3)CC2)CC1 (stereo not drawn),-1.6,-7.7,3.3,-1.0,-1.9,-1.0,-6.6,-6.7,-6.3,3.1
CS(=O)(=O)N1CCC(C(=O)NCc2ccc(Cl)cc2)CC1,-9.4,-21.1,11.5*,-0.2,-2.8,-0.1,-2.4,4.8,1.4,8.7
CC(=O)Nc1ccc(OCc2ccc(S(=O)(=O)Cc3ccccc3)cc2)cc1,-10.6,-1.2,-0.8,0.5,0.9,-3.4,-5.9,-12.1,-1.3,4.9
Cc1cc(C)c(OCCCCn2cnc3ccccc3c2=O)c(C)c1,-2.2,6.7,1.8,2.2,-5.3,9.4,-6.1,7.3,-0.2,-12.3
Cc1ccc(CNC(=O)CCCn2nc(C)c3c(C)n(-c4ccccc4)nc3c2=O)cc1,-1.1,5.8,-1.1,-2.3,-0.1,-0.8,-6.3,0.3,2.4,-1.4
O=C(NC1CCCCC1)C(c1ccncc1)N(Cc1ccc2c(c1)OCO2)C(=O)C(F)(F)F (stereo not drawn),3.7,1.3,-3.3,1.0,-2.8,4.2,1.8,-4.9,-2.9,-9.7
COc1ccc(CCn2nnnc2C(C(C)C)N2CCN(c3ncccn3)CC2)cc1OC (stereo not drawn),8.1,4.5,1.5,-0.6,2.0,-0.2,-0.7,-1.8,-5.6,-14.7
CC(=O)Nc1ccccc1C(=O)C(=O)O,4.9,6.9,1.6,-0.7,1.9,-5.4,-1.3,-8.6,-3.9,7.3
Cc1ccc(C(=O)CCC(=O)Nc2ccccc2F)cc1,8.7,11.4,2.7,-4.2,1.0,1.5,1.6,-18.0,0.8,6.7
CCN(CC)CCCNC(=O)c1cc2nc(-c3ccccc3)cc(C(F)(F)F)n2n1,-1.2,11.7,-118.7,-147.3,-3.9,0.9,-35.6,0.3,-11.9,1.3
O=C(Nc1ccc2[nH]c(=O)[nH]c2c1)c1cc(F)c(F)cc1Cl,7.4,5.4,-2.7,-10.4,4.9,-6.7,-4.5,-6.7,-7.3,6.0
CCOC(=O)c1nn(-c2ccccc2)c(=O)cc1OCC(=O)Nc1cccc(OC)c1,4.0,1.5,3.0,-5.7,1.9,-2.5,-12.5,13.2,3.0,15.5
Cc1cn([C@H]2C[C@H](O)[C@@H](CNCc3cnc(N4CCOCC4)s3)O2)c(=O)[nH]c1=O,-3.0,5.4,2.3,-55.8,-2.1,3.2,-3.4,20.1,-2.4,2.3
O=C(N/N=C/C=C/c1ccco1)c1cnccn1,12.3,-11.4,1.5,-7.8,0.2,3.6,9.0,-10.1,5.9,-4.5
Cc1ccc(O)c(C(=O)/C=C/c2ccc3c(c2)OCCO3)c1,-2.7,6.5,1.1,-9.4,-6.3,-4.8,3.0,7.0,0.1,13.8
COc1ccc(Cl)cc1N1C(=O)C2CCCN2C1c1ccccc1F (stereo not drawn),-0.3,-6.0,5.0,-2.4,-9.1,-4.3,-8.4,-2.1,3.3,-0.5

# With a hit mark in SIAE primary, of those listed so far:
SMILES,SIAE primary,TDP2 inh,PLCg1 inh,PLC-beta3 inh,Tn7 DDE FP,DDE Tn6 FP inh,ADAM10 inh,ARFGAP1 inhibitor,ADAM17 inh,ASAP1 inh
CC1Cc2nc(SCC(=O)NCc3ccccc3)n(Cc3ccccc3)c(=O)c2S1 (stereo not drawn),17.3*,6.5,5.5,0.2,-4.6,0.2,0.9,2.8,1.8,2.7
